TcdB inh = TcdB glycohydrolase inhibitors, primary screen, biochemical, single point, plate reader | Toxin B (Clostridioides difficile), P18177 | TcdB glycohydrolase enzymatic assay | inhibition, % at 9.99 µM | 0.24% of 350,000 active; in the data active = inhibition above about 10%
* marks the source's active call; other numbers are inactive results. An excerpt, so the mix of outcomes need not match the whole.

Cc1noc(C)c1NC(=O)Nc1ccc2c(c1)C(=O)N([C@H](C)CO)C[C@@H](C)[C@H](CN(C)S(C)(=O)=O)O2
  TcdB inh: 3.4

COc1cc2c(cc1OC)CN(C(=O)[C@@H]1[C@H]3C(=O)O[C@H](c4ccccc4)[C@H](c4ccccc4)N3[C@H](c3ccc(OCCO)cc3)[C@@]13C(=O)Nc1ccc(C#CC4(O)CCCCCC4)cc13)CC2
  TcdB inh: 0.0

CCCN(C)C[C@H]1Oc2cc(-c3ccccc3)ccc2S(=O)(=O)N([C@@H](C)CO)C[C@H]1C
  TcdB inh: 1.0

C[C@@H]1CN([C@H](C)CO)C(=O)c2cc(NC(=O)Nc3ccccc3)ccc2O[C@@H](C)CCCCO[C@@H]1CN(C)S(=O)(=O)c1ccccc1
  TcdB inh: 1.5

C[C@H](CO)N1C[C@H](C)[C@H](CN(C)C(=O)Nc2ccc(C(F)(F)F)cc2)Oc2c(NC(=O)Nc3ccc(F)cc3)cccc2C1=O
  TcdB inh: -0.1

C[C@@H]1CN([C@H](C)CO)C(=O)Cc2cc(NC(=O)NC3CCCCC3)ccc2O[C@H]1CN(C)CC1CCCCC1
  TcdB inh: -1.5

CO[C@H]1CN(C)C(=O)c2cc(NC(=O)Nc3cccc(F)c3)ccc2OC[C@H](C)N(C)C[C@@H]1C
  TcdB inh: -0.7

CCCN(C)C[C@H]1Oc2ncc(-c3ccccc3F)cc2C(=O)N([C@@H](C)CO)C[C@H]1C
  TcdB inh: -1.6

C[C@@H]1CN([C@H](C)CO)S(=O)(=O)c2ccc(-c3ccc(F)cc3)cc2O[C@H]1CN(C)C(=O)C1CCCCC1
  TcdB inh: 0.0

CN(C)C(=O)c1ccc(-c2ccc([C@@H]3[C@@H](C#N)N(S(C)(=O)=O)[C@H]3CO)cc2)cc1
  TcdB inh: -0.6

C=CCN1C(=O)[C@@]2(O[C@@H](CCO)[C@H]([Si](C)(C)c3ccc(OC)cc3)[C@H]2C)c2cc(N3CCOC3=O)ccc21
  TcdB inh: 0.0

C/C=C/c1ccc2c(c1)O[C@H](CN(C)CCC)[C@H](C)CN([C@@H](C)CO)S2(=O)=O
  TcdB inh: -0.4

COc1ccc(NC(=O)Nc2ccc3c(c2)[C@@H]2C[C@H](CC(=O)NCCc4ccccc4)O[C@@H](CO)[C@@H]2O3)cc1
  TcdB inh: -0.5

C[C@H]1CN([C@@H](C)CO)S(=O)(=O)c2ccc(C#CC3CC3)cc2O[C@H]1CN(C)C(=O)CN(C)C
  TcdB inh: 0.2

O=C(C1CC1)N1CC2(C1)[C@H](c1ccccc1)[C@@H](CO)N2CCC(F)(F)F
  TcdB inh: -1.1

COc1ccc(S(=O)(=O)N(C)C[C@H]2Oc3cc(C4=CCCC4)ccc3S(=O)(=O)N([C@@H](C)CO)C[C@H]2C)cc1
  TcdB inh: -0.1

O=C(C[C@@H]1CC[C@H](NC(=O)c2ccc(F)cc2)[C@H](CO)O1)NCCc1ccccc1
  TcdB inh: 0.4

COc1ccc(S(=O)(=O)Nc2ccc3c(c2)CC(=O)N([C@H](C)CO)C[C@H](C)[C@H](CN(C)S(C)(=O)=O)O3)cc1
  TcdB inh: -0.9

COc1ccc(NC(=O)Nc2ccc3c(c2)C(=O)N([C@H](C)CO)C[C@H](C)[C@@H](CN(C)S(=O)(=O)c2ccccc2)OCCCC[C@H](C)O3)cc1
  TcdB inh: -2.0

COc1ccc(NC(=O)N2CCCCN3[C@@H](CO)[C@@H](c4ccc(C#Cc5ccccc5)cc4)[C@@H]3C2)cc1
  TcdB inh: 0.6

O=C(Nc1ccccc1F)N1CCCCN2[C@H](CO)[C@@H](c3ccc(C#Cc4cccnc4)cc3)[C@H]2C1
  TcdB inh: -0.5

Cc1noc(C)c1S(=O)(=O)Nc1ccc2c(c1)CC(=O)N([C@H](C)CO)C[C@@H](C)[C@@H](CN(C)Cc1ccc(C(=O)O)cc1)O2
  TcdB inh: 1.0

O=C(C[C@H]1C=C[C@H](NC(=O)CN2CCOCC2)[C@@H](CO)O1)NC1CCC1
  TcdB inh: -1.0

O=C(C[C@@H]1C=C[C@H](NC(=O)Cc2ccccn2)[C@H](CO)O1)NCCc1ccccc1
  TcdB inh: -0.5

O=C(C[C@H]1CC[C@H](NC(=O)C2CCOCC2)[C@H](CO)O1)NCC1CC1
  TcdB inh: -0.5

Cc1ccc(S(=O)(=O)N(C)C[C@@H]2OCCCC[C@@H](C)Oc3ccc(NC(=O)Nc4c(C)noc4C)cc3C(=O)N([C@H](C)CO)C[C@@H]2C)cc1
  TcdB inh: 1.1

COc1ccc2c3c([nH]c2c1)[C@H](CO)N(Cc1ccccc1F)CC31CCN(C)CC1
  TcdB inh: -4.4

CCCN(C)C[C@H]1Oc2cc(C#Cc3ccncc3)ccc2S(=O)(=O)N([C@@H](C)CO)C[C@H]1C
  TcdB inh: -0.5

O=C(C[C@H]1C=C[C@@H](NC(=O)C2CCOCC2)[C@@H](CO)O1)Nc1ccc(-c2ccccc2)cc1
  TcdB inh: -0.7

C[C@@H]1CCCCO[C@H](CN(C)CC2CCCCC2)[C@H](C)CN([C@H](C)CO)C(=O)c2cc(NC(=O)Nc3ccc(F)cc3)ccc2O1
  TcdB inh: 0.0

C[C@H](CO)N1C[C@H](C)[C@@H](CN(C)Cc2ccccc2F)Oc2ncc(C3=CCCC3)cc2C1=O
  TcdB inh: 0.2

C[C@@H]1CN([C@H](C)CO)C(=O)c2cc(NC(=O)Nc3ccc(C(F)(F)F)cc3)ccc2O[C@@H](C)CCCCO[C@H]1CN(C)S(=O)(=O)c1ccc(F)cc1
  TcdB inh: -0.3

COCC(=O)Nc1ccc2c(c1)C(=O)N(C)[C@H]1CC[C@H](CC(=O)Nc3ccc(F)cc3)O[C@@H]1CO2
  TcdB inh: -0.4

Cc1noc(C)c1NC(=O)N1C[C@H](O)COC[C@@H]2O[C@H](CC(=O)NCC3CC3)CC[C@H]21
  TcdB inh: 0.1

C[C@H](CO)N1C[C@H](C)[C@@H](CN(C)Cc2cccnc2)OCc2ccccc2-c2c(n(C)c3ccccc23)C1=O
  TcdB inh: 0.7

CO[C@@H]1CN(C)C(=O)c2ccc(NC(C)=O)cc2OC[C@@H](C)N(C(=O)CN2CCOCC2)C[C@@H]1C
  TcdB inh: -0.4

C[C@@H]1CN([C@@H](C)CO)C(=O)c2cccc(NC(=O)Nc3ccc4c(c3)OCO4)c2O[C@H]1CN(C)Cc1ccc(Oc2ccccc2)cc1
  TcdB inh: -0.1

CCCN1[C@@H]2Cn3c(ccc(-c4cccnc4)c3=O)[C@H]1[C@@H](C(=O)NC1CCC1)[C@@H]2CO
  TcdB inh: 1.4

COc1ccc(-c2cnc3c(c2)C(=O)N([C@H](C)CO)C[C@H](C)[C@H](CN(C)C(=O)Cc2ccccn2)O3)cc1
  TcdB inh: -0.3

CC(C)NC(=O)N(C)C[C@@H]1OCCCC[C@@H](C)Oc2ccc(NC(=O)Nc3cccc4ccccc34)cc2C(=O)N([C@H](C)CO)C[C@@H]1C
  TcdB inh: -21

C[C@H](CO)N1C[C@H](C)[C@H](CN(C)C(=O)Cc2ccccc2)Oc2ncc(-c3ccc(F)cc3)cc2C1=O
  TcdB inh: 1.7

CO[C@H](CN(C)Cc1cc(F)ccc1F)[C@H](C)CN(C(=O)Nc1ccc(F)cc1)[C@@H](C)CO
  TcdB inh: -0.1

C[C@H]1CN([C@@H](C)CO)S(=O)(=O)c2ccc(C#CC3CC3)cc2O[C@@H]1CN(C)Cc1ccccn1
  TcdB inh: -3.1

CO[C@H]1CN(C)C(=O)c2ccc(NS(=O)(=O)c3ccc(Cl)cc3)cc2OC[C@H](C)NC[C@H]1C
  TcdB inh: -1.2

CCC(=O)Nc1ccc2c(c1)C(=O)N(C)[C@@H]1CC[C@@H](CC(=O)NCc3ccccc3)O[C@@H]1CO2
  TcdB inh: -0.2

Cc1noc(C)c1S(=O)(=O)N(C)C[C@H]1OCCCC[C@@H](C)Oc2ccc(NC(=O)Nc3cccc4ccccc34)cc2C(=O)N([C@@H](C)CO)C[C@@H]1C
  TcdB inh: 0.2

O=C(Nc1ccccc1)N1CCCCN2[C@H](CO)[C@H](c3ccc(C4=CCCCC4)cc3)[C@@H]2C1
  TcdB inh: 0.0

Cc1ccc(S(=O)(=O)Nc2cccc3c2O[C@H](CN(C)S(=O)(=O)c2cccs2)[C@@H](C)CN([C@@H](C)CO)C3=O)cc1
  TcdB inh: -0.3

CC(C)CC#Cc1cnc2c(c1)C(=O)N([C@H](C)CO)C[C@@H](C)[C@@H](CN(C)C(=O)Nc1cccc(F)c1)O2
  TcdB inh: 1.3

C[C@H]1CN([C@@H](C)CO)C(=O)c2cccc(NC(=O)Nc3ccc(F)cc3)c2O[C@@H]1CN(C)S(=O)(=O)c1ccc(F)cc1
  TcdB inh: -0.2

CC(C)NC(=O)N[C@H]1CC[C@H](CC(=O)NCCN2CCCC2)O[C@@H]1CO
  TcdB inh: -1.6

C[C@@H]1CCCCO[C@H](CN(C)C(=O)Nc2cccc3ccccc23)[C@@H](C)CN([C@H](C)CO)C(=O)c2cc(NC(=O)Nc3ccc4c(c3)OCO4)ccc2O1
  TcdB inh: -0.1

CCC(=O)N1CC(=O)N2[C@@H](CO)[C@@H](c3ccc(C#CC4CCCC4)cc3)[C@@H]2C1
  TcdB inh: -0.7

C[C@H](CO)N1C[C@H](C)[C@@H](CN(C)C(=O)Cc2cccnc2)Oc2ncc(/C=C/c3ccccc3)cc2C1=O
  TcdB inh: -0.6

C[C@H](CO)N1C[C@H](C)[C@@H](CN(C)CC2CC2)Oc2cc(C#CC(C)(C)O)ccc2S1(=O)=O
  TcdB inh: -0.7

COCC#Cc1ccc2c(c1)O[C@@H](CN(C)S(=O)(=O)c1ccc(C)cc1)[C@@H](C)CN([C@H](C)CO)S2(=O)=O
  TcdB inh: 0.6

CO[C@@H]1CN(C)C(=O)c2cc(NC(=O)c3ccno3)ccc2OC[C@@H](C)NC[C@@H]1C
  TcdB inh: 0.5

CC(C)C#Cc1cnc2c(c1)C(=O)N([C@@H](C)CO)C[C@@H](C)[C@H](CN(C)S(=O)(=O)c1cn(C)cn1)O2
  TcdB inh: 0.7

C[C@@H]1CN([C@@H](C)CO)C(=O)Cc2cc(NS(=O)(=O)c3ccc(Cl)cc3)ccc2O[C@H]1CN(C)S(=O)(=O)c1ccc(F)cc1
  TcdB inh: -0.1

CO[C@@H](CN(C)Cc1cc(F)ccc1F)[C@@H](C)CN(C(=O)Nc1ccc(C(F)(F)F)cc1)[C@H](C)CO
  TcdB inh: 1.5

C[C@@H]1CN([C@@H](C)CO)C(=O)c2cccc(N(C)C)c2O[C@@H]1CN(C)S(=O)(=O)c1ccccc1
  TcdB inh: 0.5

COc1ccc2c3c([nH]c2c1)[C@@H](CO)N(Cc1ccccc1Cl)CC31CN(C(=O)C2CC2)C1
  TcdB inh: -0.5

COC(=O)c1cn(CCCNC(=O)[C@H](Cc2ccccc2)NS(=O)(=O)c2ccc(C)cc2)nn1
  TcdB inh: 0.3

C[C@@H]1CN([C@H](C)CO)C(=O)c2cc(NS(=O)(=O)c3cccs3)ccc2O[C@H]1CN(C)S(=O)(=O)c1cn(C)cn1
  TcdB inh: 1.8

O=C(Nc1ccc2c(c1)[C@H]1C[C@H](CC(=O)N3CCCCC3)O[C@@H](CO)[C@H]1O2)c1cccnc1
  TcdB inh: 1.6

O=C(C[C@H]1C[C@@H]2c3cc(NC(=O)c4cccnc4)ccc3O[C@@H]2[C@H](CO)O1)NCc1cc(F)ccc1F
  TcdB inh: -1.0

N#C[C@@H]1N[C@@H](CO)[C@H]1c1ccc(C#CC2CCCC2)cc1
  TcdB inh: 0.0

C[C@@H]1CN([C@H](C)CO)C(=O)c2cc(NC(=O)Nc3ccc4c(c3)OCO4)ccc2O[C@@H]1CN(C)Cc1ccc(Cl)c(Cl)c1
  TcdB inh: -1.1

COc1ccc(S(=O)(=O)Nc2cccc3c2O[C@H](CN(C)Cc2ccccc2)[C@H](C)CN([C@@H](C)CO)C3=O)cc1
  TcdB inh: 0.1

COc1ccc(S(=O)(=O)N(C)C[C@H]2Oc3ccc(NC(=O)Nc4ccc(F)cc4)cc3C(=O)N([C@H](C)CO)C[C@H]2C)cc1
  TcdB inh: -0.1

Cc1ccc(S(=O)(=O)Nc2ccc3c(c2)CC(=O)N([C@@H](C)CO)C[C@@H](C)[C@H](CN(C)S(=O)(=O)c2ccc(C)cc2)O3)cc1
  TcdB inh: -1.0

CC(=O)N1CC(=O)N2[C@@H](CO)[C@H](c3ccc(C#CC(C)C)cc3)[C@@H]2C1
  TcdB inh: 1.0

C[C@H]1CN([C@@H](C)CO)C(=O)c2cccc(NC(=O)C3CCCCC3)c2O[C@@H]1CN(C)C(=O)Nc1ccc(C(F)(F)F)cc1
  TcdB inh: 2.3

O=C(Nc1ccc(C(F)(F)F)cc1)Nc1ccc2c(c1)[C@H]1C[C@@H](CC(=O)N3CCc4ccccc4C3)O[C@H](CO)[C@H]1O2
  TcdB inh: 0.5

COc1ccc(S(=O)(=O)N(C)C[C@@H]2Oc3ccc(NC(=O)c4ccncc4)cc3CC(=O)N([C@@H](C)CO)C[C@H]2C)cc1
  TcdB inh: 0.5

A second format for 4 compounds above:
SMILES	TcdB inh
CC(=O)N1CC(=O)N2[C@@H](CO)[C@H](c3ccc(C#CC(C)C)cc3)[C@@H]2C1	1.0
C[C@H]1CN([C@@H](C)CO)C(=O)c2cccc(NC(=O)C3CCCCC3)c2O[C@@H]1CN(C)C(=O)Nc1ccc(C(F)(F)F)cc1	2.3
O=C(Nc1ccc(C(F)(F)F)cc1)Nc1ccc2c(c1)[C@H]1C[C@@H](CC(=O)N3CCc4ccccc4C3)O[C@H](CO)[C@H]1O2	0.5
COc1ccc(S(=O)(=O)N(C)C[C@@H]2Oc3ccc(NC(=O)c4ccncc4)cc3CC(=O)N([C@@H](C)CO)C[C@H]2C)cc1	0.5

Following part:
C[C@@H]1CN([C@@H](C)CO)C(=O)c2cc(NC(=O)Nc3cccc4ccccc34)ccc2O[C@@H]1CN(C)S(=O)(=O)c1ccc(Cl)cc1
  TcdB inh: -0.1

O=C(c1cnccn1)N1C[C@H]2[C@@H](c3ccccc31)[C@@H](CO)N2Cc1ccc2c(c1)OCO2
  TcdB inh: -0.6

O=C(NCc1ccccc1Cl)[C@@H]1[C@@H](CO)[C@@H]2Cn3c(cccc3=O)[C@@H]2N1C(=O)C1CCOCC1
  TcdB inh: -0.5

Cc1noc(C)c1NC(=O)N(C)C[C@@H]1Oc2c(NC(=O)Nc3ccc(C(F)(F)F)cc3)cccc2C(=O)N([C@@H](C)CO)C[C@H]1C
  TcdB inh: -0.3

Screening data: PubChem, Broad Institute
